CatS block = human cathepsin S inhibition. recombinant cathepsin S, AMC dipeptide fluorescence, pooled mixtures. P25774. hit rate 0.06% among 62,000. AID 501. inhibition, %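 (tested at 5 µM per compound within 10-compound mixtures)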; in the data active = inhibition above about 32%, passing the limit was not always enough;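 also: 0% = enzyme without compound and 100% = blank without enzyme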
Cathepsin G inh = cathepsin G (human) inhibition. P08311. purified enzyme, AMC-tetrapeptide fluorescence, pooled mixtures. inhibition, % at 5 µM (by protocol). hit rate 0.2% among 62,000. AID 581;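 active = inhibition above 20% in each of the two mixture wells holding the compound; inactive = inhibition of 20% or less in either well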;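 also: 0% = enzyme control without mixture and 100% = blank lacking enzyme; strong numbers were not always called active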
CatB block = blocks human cathepsin B protease activity; P07858; hit rate 0.1% among 63,000; inhibition, %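 (tested at 10 µM)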; purified cathepsin B, fluorogenic substrate, fluorescence; AID 453; in the data active = inhibition above about 21%;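 also: 0% = enzyme with no compound and 100% = no enzyme blank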
C1s inh = human complement C1s inhibition; P09871; purified C1s, fluorogenic AMC substrate, pooled mixtures; mean inhibition % of two 10-compound mixtures (active compounds read high), % at 5 µM (by protocol); hit rate 0.16% among 62,000;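 active = inhibition above 20% in each of the two 10-compound mixture wells holding the compound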;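 also: 0% = enzyme wells lacking compound mixture and 100% = no-enzyme blank wells; some compounds called inactive have numbers as strong as hits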
Target sequence (P09871 16-437 limits assumed): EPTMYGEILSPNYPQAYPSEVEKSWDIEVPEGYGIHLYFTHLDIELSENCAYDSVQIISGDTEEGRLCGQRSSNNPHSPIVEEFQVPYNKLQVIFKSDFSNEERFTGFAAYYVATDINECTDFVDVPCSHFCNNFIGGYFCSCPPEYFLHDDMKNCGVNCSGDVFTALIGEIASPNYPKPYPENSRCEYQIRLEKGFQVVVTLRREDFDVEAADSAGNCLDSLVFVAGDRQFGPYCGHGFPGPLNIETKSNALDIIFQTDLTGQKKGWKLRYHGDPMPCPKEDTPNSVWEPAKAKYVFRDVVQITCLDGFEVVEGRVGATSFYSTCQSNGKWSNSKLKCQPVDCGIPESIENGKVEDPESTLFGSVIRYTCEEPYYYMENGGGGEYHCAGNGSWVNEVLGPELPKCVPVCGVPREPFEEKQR
Target sequence (P09871 438-688 limits assumed): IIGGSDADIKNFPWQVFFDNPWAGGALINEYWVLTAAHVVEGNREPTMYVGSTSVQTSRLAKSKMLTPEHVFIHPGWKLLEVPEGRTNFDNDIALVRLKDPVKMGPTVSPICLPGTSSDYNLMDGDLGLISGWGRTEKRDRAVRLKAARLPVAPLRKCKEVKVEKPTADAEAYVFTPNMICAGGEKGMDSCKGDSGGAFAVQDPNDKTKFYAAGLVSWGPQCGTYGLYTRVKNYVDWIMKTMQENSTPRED
CatL block = blocks human cathepsin L protease activity; purified cathepsin L, fluorogenic substrate, fluorescence; hit rate 0.17% among 58,000; P07711; inhibition, %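 (tested at 10 µM)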; in the data active = inhibition above about 45%;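 also: 0% = enzyme with no compound and 100% = no enzyme blank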
Target sequence (P07711 114-288 limits assumed): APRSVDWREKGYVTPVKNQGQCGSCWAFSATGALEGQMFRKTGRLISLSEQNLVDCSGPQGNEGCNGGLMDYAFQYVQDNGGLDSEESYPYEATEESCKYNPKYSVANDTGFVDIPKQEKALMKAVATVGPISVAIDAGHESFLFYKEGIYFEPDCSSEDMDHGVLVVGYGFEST
Target sequence (P07711 292-333 limits assumed): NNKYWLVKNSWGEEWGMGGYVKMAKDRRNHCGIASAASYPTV
FXIa inh mix = inhibitors of human coagulation factor XIa, pooled mixtures | purified FXIa, fluorogenic substrate | inhibition, % at 5 µM | hit rate 0.19% among 62,000; in the data active = inhibition above about 20%, passing the limit was not always enough;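 also: each value is inhibition by a whole ten-compound pool holding the compound; 0% = enzyme with no mixture and 100% = wells lacking enzyme; strong numbers were not always called active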
AP complement = orthogonal test for alternative complement pathway inhibitors. Human serum alternative complement pathway, LPS-coated ELISA, C3 deposition; tested in compound mixtures. inhibition, % at 5 µM. hit rate 0.08% among 62,000. AID 1235;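 active = inhibition above 30% in each of the two pooled mixtures holding the compound, so the lower value exceeds 30%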;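 also: 0% = serum in Mg-EGTA without compound and 100% = EDTA serum blank; some compounds past the cut are filed as inactive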
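Assay system: human serum alternative complement pathway, C3 deposition on LPS-coated wells; Dosing: 5 µM per compound in ten-compound mixtures; Detection: Anti-C3 ELISA, OD 450 nm; Buffer or medium: Mg2+-EGTA GVB++ buffer containing human serum at 1:15 dilution; Timing: 1 h at 37 °C; Replication: two different pools per compound.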
E coli RNAP = blocks E. coli RNA polymerase transcription; fluorescence transcription assay; hit rate 0.2% among 62,000; AID 559; inhibition, %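 (tested at 10 µM)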; in the data active = inhibition above about 20%;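 also: 0% = enzyme without compound and 100% = no enzyme blank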
CatB mix inh = inhibitors of human cathepsin B in compound mixtures; P07858; Purified cathepsin B, AMC dipeptide fluorescence; inhibition, %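 (ten-compound pools at 5 µM per compound and 50 µM total)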; hit rate 0.06% among 62,000; in the data active = inhibition above about 22%, passing the limit was not always enough;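 also: 0% = enzyme without compound and 100% = no enzyme blank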
Starred values were filed as active, the others as inactive. Only part of the results is shown; rates above refer to the full screens.

How did COCCOC(=O)c1[nH]c2c(c1C)C(=O)CC(c1ccco1)C2 (centres undefined) do in these assays?
CatS block: 44; Cathepsin G inh: 5; CatB block: 2; C1s inh: -26; CatL block: 42; FXIa inh mix: 4; AP complement: 4; E coli RNAP: 9; CatB mix inh: 45

Results for COC(=O)c1ccc(CSc2ncnc3c2nnn3-c2ccc(F)cc2)o1 ?
CatS block: -4; Cathepsin G inh: 10; CatB block: -1; C1s inh: 12; CatL block: 2; FXIa inh mix: 5; AP complement: 9; E coli RNAP: 2; CatB mix inh: 5

What do the screens show for `CC(C)=CC(=O)N1CCCc2ccccc21`?
CatS block: -10; Cathepsin G inh: 3; CatB block: 0; C1s inh: 4; CatL block: -1; FXIa inh mix: 11; AP complement: -4; E coli RNAP: -3; CatB mix inh: 0

What do the screens show for `O=C(O)CCS(=O)(=O)Cc1ccccc1F`?
CatS block: -7; Cathepsin G inh: 9; CatB block: 4; C1s inh: 1; FXIa inh mix: -1; AP complement: 4; E coli RNAP: 6; CatB mix inh: 3

Results for CCOC(=O)C1CCCN(C(=O)CCC(=O)Nc2ccc3nc(N4CCOCC4)cc(C)c3c2)C1 (centres undefined) ?
CatS block: -4; Cathepsin G inh: 6; CatB block: 8; C1s inh: -23; CatL block: -7; FXIa inh mix: -3; AP complement: 13; E coli RNAP: -3; CatB mix inh: 2

What do the screens show for `CCc1c(C)sc(NC(=O)c2cc(-c3cc(OC)ccc3OC)on2)c1C#N`?
CatS block: 13; Cathepsin G inh: -3; CatB block: -2; C1s inh: -5; CatL block: -16; FXIa inh mix: 4; AP complement: 5; E coli RNAP: 4; CatB mix inh: 6

How did COC(=O)c1ccc(C)c(NC(=O)Cn2cnc3ccccc3c2=O)c1 do in these assays?
CatS block: 1; Cathepsin G inh: 3; CatB block: -4; C1s inh: -3; CatL block: 2; FXIa inh mix: 2; AP complement: 3; E coli RNAP: -2; CatB mix inh: -2

How did Cc1cccc(-n2c(Cc3cc(=O)[nH]c(=O)[nH]3)nnc2SCC(=O)NCC2CCCO2)c1 (centres undefined) do in these assays?
CatS block: 16; Cathepsin G inh: -6; CatB block: 8; C1s inh: -12; CatL block: 21; FXIa inh mix: 7; AP complement: -7; E coli RNAP: 5; CatB mix inh: 5

Results for Cc1ccc2nc(SCC(=O)NCC3CCCO3)c(C#N)cc2c1 (centres undefined) ?
CatS block: 1; Cathepsin G inh: 8; CatB block: 5; C1s inh: 4; CatL block: 3; FXIa inh mix: 6; AP complement: -7; E coli RNAP: 9; CatB mix inh: 3

How did Cn1c2c(c3ccccc31)CC/C2=N\O do in these assays?
CatS block: -3; Cathepsin G inh: 9; C1s inh: 3; CatL block: 4; FXIa inh mix: 1; AP complement: 10; E coli RNAP: 5; CatB mix inh: -5

What do the screens show for `CC(=O)N(CCCc1ccc(C(C)(C)C)cc1)CCCN(C)C`?
CatS block: -7; Cathepsin G inh: 7; CatB block: 6; C1s inh: 10; FXIa inh mix: 10; AP complement: 9; E coli RNAP: 2; CatB mix inh: 1

How did O=c1cc(N2CCC3(CC2)OCCO3)[nH]c(=O)n1-c1ccc(Cl)cc1 do in these assays?
CatS block: -11; Cathepsin G inh: 2; CatB block: -2; C1s inh: 0; CatL block: -5; FXIa inh mix: 6; AP complement: 21; E coli RNAP: -7; CatB mix inh: 2

What do the screens show for `Cc1ccc(-n2nc(C)c3c2OC(N)=C(C#N)C3c2ccoc2)cc1` (centres undefined)?
CatS block: 6; Cathepsin G inh: 14; CatB block: 2; C1s inh: 20; CatL block: 26; FXIa inh mix: 8; AP complement: 7; E coli RNAP: 14; CatB mix inh: 1

Results for O=c1c2ccccc2nc2n1CCCCC2 ?
CatS block: 4; Cathepsin G inh: 5; CatB block: 2; C1s inh: -7; CatL block: 18; FXIa inh mix: 5; AP complement: 6; E coli RNAP: 6; CatB mix inh: 0

What do the screens show for `CCOC(=O)c1[nH]c2ccc(F)cc2c1NC(=O)C(C)N1CCc2cc(OC)c(OC)cc2C1` (centres undefined)?
CatS block: -16; Cathepsin G inh: 1; CatB block: 2; C1s inh: -92; CatL block: 1; FXIa inh mix: -8; AP complement: 4; E coli RNAP: 9; CatB mix inh: -4

Results for Cc1cc(=O)[nH]c(N2CCN(Cc3ccccc3)CC2)n1 ?
CatS block: -9; Cathepsin G inh: 6; CatB block: -1; C1s inh: -16; CatL block: -22; FXIa inh mix: 4; AP complement: 17; E coli RNAP: 6; CatB mix inh: 3

How did O=CN1CCN(C2CC(=O)N(c3ccc(Br)cc3)C2=O)CC1 (centres undefined) do in these assays?
CatS block: -4; Cathepsin G inh: 6; CatB block: -3; C1s inh: 15; CatL block: -14; FXIa inh mix: 7; AP complement: 13; E coli RNAP: 3; CatB mix inh: 1

Results for CCCCc1ccc(-c2nc(-c3ccncc3)no2)cc1 ?
CatS block: -10; Cathepsin G inh: 8; CatB block: 1; C1s inh: 9; FXIa inh mix: 5; AP complement: 8; E coli RNAP: 6; CatB mix inh: 3

Results for CC1CC2(C)Oc3ccccc3C3OCC1(CO)C(C)C32 (centres undefined) ?
CatS block: -2; Cathepsin G inh: -1; CatB block: 0; C1s inh: 2; FXIa inh mix: 12; AP complement: 13; E coli RNAP: 0; CatB mix inh: 2

What do the screens show for `CCOC(=O)C1C(=O)CC(O)(c2ccccc2)CC1c1ccccc1` (centres undefined)?
CatS block: 2; Cathepsin G inh: 0; CatB block: 0; C1s inh: 4; CatL block: 10; FXIa inh mix: 10; AP complement: 6; E coli RNAP: 8; CatB mix inh: 7

Results for COCCn1c(SCC(=O)Nc2nc(C)c(Cl)cc2Cl)nc2ccccc21 ?
CatS block: -9; Cathepsin G inh: 1; CatB block: 0; C1s inh: -1; FXIa inh mix: 7; AP complement: 7; E coli RNAP: 3; CatB mix inh: -1

How did CCCCn1c(SCC(=O)N2CCCCC2)nc2cc(S(N)(=O)=O)ccc21 do in these assays?
CatS block: -9; Cathepsin G inh: 0; CatB block: -7; C1s inh: -11; CatL block: -5; FXIa inh mix: 6; AP complement: 18; E coli RNAP: -1; CatB mix inh: 6

Results for CC(=O)c1c(N(C)C)ccnc1C(F)(F)F ?
CatS block: 10; Cathepsin G inh: 5; CatB block: 4; C1s inh: 2; CatL block: 10; FXIa inh mix: 10; AP complement: 21; E coli RNAP: -5; CatB mix inh: 2

What do the screens show for `CCCn1c(=O)c2ccccc2n2c(SCc3c(C(=O)OCC)oc4ccccc34)nnc12`?
CatS block: -1; Cathepsin G inh: 7; CatB block: 1; C1s inh: 0; CatL block: 3; FXIa inh mix: 4; AP complement: 24; E coli RNAP: 1; CatB mix inh: 1

What do the screens show for `CCOC(=O)c1ccccc1NC(=O)CN(c1ccccc1)S(=O)(=O)N(C)C`?
CatS block: 4; Cathepsin G inh: 10; CatB block: 1; C1s inh: 28; FXIa inh mix: 6; AP complement: -10; E coli RNAP: 1; CatB mix inh: 0

Results for COc1ccc(N2CCN(c3oc(-c4ccco4)nc3C#N)CC2)cc1 ?
CatS block: 2; Cathepsin G inh: 9; CatB block: -1; C1s inh: 6; CatL block: 1; FXIa inh mix: 0; AP complement: 6; E coli RNAP: -1; CatB mix inh: -1

Results for N#Cc1nc(-c2ccco2)oc1NCCN1CCOCC1 ?
CatS block: 1; Cathepsin G inh: -8; CatB block: 8; C1s inh: -26; CatL block: 5; FXIa inh mix: 0; AP complement: -18; E coli RNAP: 3; CatB mix inh: 0

What do the screens show for `O=C(CSC1=NCCS1)N1CCc2ccccc21`?
CatS block: -4; Cathepsin G inh: 6; CatB block: 4; C1s inh: 12; CatL block: 6; FXIa inh mix: 3; AP complement: 15; E coli RNAP: 2; CatB mix inh: 0

Results for COC(=O)NCc1cc2cc(Cl)ccc2[nH]1 ?
CatS block: 19; Cathepsin G inh: 1; CatB block: -2; C1s inh: 2; CatL block: 9; FXIa inh mix: 7; AP complement: 14; E coli RNAP: 7; CatB mix inh: 10

Results for COC(=O)CN(c1ccc(OC)cc1)S(=O)(=O)c1ccc(OC)c(OC)c1 ?
CatS block: -4; Cathepsin G inh: 10; CatB block: 2; C1s inh: -4; CatL block: 1; FXIa inh mix: 2; AP complement: 10; E coli RNAP: 8; CatB mix inh: -9

The final two compounds of the section above lead into the next:
Results for COC(=O)NCc1cc2cc(Cl)ccc2[nH]1 ?
CatS block: 19; Cathepsin G inh: 1; CatB block: -2; C1s inh: 2; CatL block: 9; FXIa inh mix: 7; AP complement: 14; E coli RNAP: 7; CatB mix inh: 10

Results for COC(=O)CN(c1ccc(OC)cc1)S(=O)(=O)c1ccc(OC)c(OC)c1 ?
CatS block: -4; Cathepsin G inh: 10; CatB block: 2; C1s inh: -4; CatL block: 1; FXIa inh mix: 2; AP complement: 10; E coli RNAP: 8; CatB mix inh: -9

Results for Cn1c(=O)cc(OCC(=O)NCCCN2CCN(c3ccccc3F)CC2)c2ccccc21 ?
CatS block: -6; Cathepsin G inh: -5; CatB block: 0; C1s inh: 4; CatL block: -5; FXIa inh mix: 4; AP complement: 2; E coli RNAP: -4; CatB mix inh: -2

Results for CC1CC(=O)c2cnc(NCc3ccco3)nc2C1 (centres undefined) ?
CatS block: 6; Cathepsin G inh: 9; CatB block: 7; C1s inh: 12; CatL block: 8; FXIa inh mix: 5; AP complement: 11; E coli RNAP: 7; CatB mix inh: 1

What do the screens show for `Cc1ccc(N2C(=O)c3ccccc3C2=O)cc1Cl`?
CatS block: -6; Cathepsin G inh: 4; CatB block: 6; C1s inh: 1; CatL block: 6; FXIa inh mix: 8; AP complement: 0; E coli RNAP: 9; CatB mix inh: 0

What do the screens show for `OC(Cn1cccn1)c1ccccc1` (centres undefined)?
CatS block: 6; Cathepsin G inh: -1; CatB block: 6; C1s inh: -39; CatL block: 10; FXIa inh mix: 0; AP complement: -8; E coli RNAP: 3; CatB mix inh: 3

Results for Cc1nn(-c2ccccc2)c(C)c1C(=O)OCC(=O)NC(=O)NC1CCCCC1 ?
CatS block: -4; Cathepsin G inh: 10; CatB block: 5; C1s inh: -6; CatL block: 7; FXIa inh mix: 3; AP complement: 6; CatB mix inh: 6

How did CCn1c(CSc2nc(C)cc(C)n2)nnc1SCC(=O)Nc1nc(-c2ccccc2)cs1 do in these assays?
CatS block: 11; Cathepsin G inh: -1; CatB block: 2; C1s inh: 1; CatL block: 11; FXIa inh mix: -3; AP complement: -2; E coli RNAP: 9; CatB mix inh: -1

What do the screens show for `COc1cccc(NC(=O)[C@@H]2CCCN2C(=O)C2CCN(S(=O)(=O)c3ccc(C)cc3)CC2)c1`?
CatS block: 7; Cathepsin G inh: 13; CatB block: 4; C1s inh: 13; CatL block: -4; FXIa inh mix: 5; AP complement: 7; E coli RNAP: 10; CatB mix inh: 5

How did Cc1ccc2c(c1)N(CCC(=O)NC1CC1)C(=O)C(C)O2 (centres undefined) do in these assays?
CatS block: 3; Cathepsin G inh: 7; CatB block: 3; C1s inh: 9; CatL block: 7; FXIa inh mix: 6; AP complement: 15; E coli RNAP: 1; CatB mix inh: 3

What do the screens show for `CCOc1ccc(-n2c(Cc3cc(=O)[nH]c(=O)[nH]3)nnc2SCC(N)=O)cc1`?
CatS block: 11; Cathepsin G inh: 1; CatB block: -1; C1s inh: 2; CatL block: 4; FXIa inh mix: 0; AP complement: -7; E coli RNAP: 6; CatB mix inh: -3

How did Cc1cccn2c(=O)c3cc(C#N)c(=N)n(Cc4cccnc4)c3nc12 do in these assays?
CatS block: -6; Cathepsin G inh: 4; CatB block: -4; C1s inh: -14; FXIa inh mix: 1; AP complement: 9; E coli RNAP: 0; CatB mix inh: -2

Results for CCCOc1ccc(N2C(=O)CC(N3CCN(c4ccccc4OC)CC3)C2=O)cc1 (centres undefined) ?
CatS block: 19; Cathepsin G inh: 4; CatB block: -1; C1s inh: -4; FXIa inh mix: 5; AP complement: 13; E coli RNAP: 3; CatB mix inh: 2
